Yfh1-off respiration: enhancers of respiration in Yfh1-depleted yeast, dose response, Friedreich's ataxia, plus single-dose screen (AID 1465); 0.074% of 220,000 active; fold induction at 50 µM, or EC50 in µM where a hit was titrated; S. cerevisiae Yfh1-off respiration, WST-1 reduction, 72 h; higher fold induction means a stronger effect;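 active = fold induction of absorbance versus untreated yeast above a set limit, then at least 30% activation at any dose in follow-up; inconclusive = repeats straddling the limit, or above it without dose testing; inactive = fold induction below the set limit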;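 note: activators that raise dye reduction in frataxin-depleted yeast; strong numbers were not always called active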
Dengue-2 NS5 capping: flavivirus cap methylation enzyme inhibition – biochemical, confirmation dose response, primary screen (AID 588689); Dengue-2 NS5 methyltransferase capping enzyme assay, biochemical; higher % means a stronger effect; 0.3% of 340,000 active; inhibition, % at 25 µM, or IC50 in µM where a hit was titrated; in the data active = a potency from the dose series; inconclusive = inhibition above about 29% without an active follow-up result
West Nile antiviral: inhibition of WNV-induced cytopathic effect – cell-based, CPE readout (AID 1621); West Nile virus-infected cells, CPE inhibition; higher % means a stronger effect; 0.02% of 290,000 active; one-dose CPE inhibition, % at 10 µM; IC50 in µM for titrated hits; in the data active = a potency from the dose series; inconclusive = CPE inhibition mostly from about 3.7% at the one dose, without a potency; inactive = the rest, 99 in 100 with CPE inhibition below about 2.2%; note: strong numbers were not always called active
RSV antiviral HEp-2: inhibition of RSV-induced cytopathic effect – HEp-2 cells, primary 10 µM value included (AID 2391); HEp-2 cells, RSV-induced CPE inhibition; higher % means a stronger effect; one-dose CPE inhibition, % at 10 µM; IC50 in µM for titrated hits; 0.13% of 310,000 active; in the data active = a potency from the dose series; inconclusive = CPE inhibition mostly from about 23% at the one dose, without a potency; inactive = the rest, 99 in 100 with CPE inhibition below about 21%; note: strong numbers were not always called active
WT yeast gro inh: growth inhibition of WT yeast, mitochondrial fusion screen | inhibition, % at 10 µM | mitochondrial fusion phenotypic screen, WT strain | 2.1% of 190,000 active | AID 1362; in the data active = inhibition above about 58%; tested in S. cerevisiae
K1F lysis inhibition: inhibition of K1F phage lysis, E. coli UTI89, bacterial capsule biogenesis inhibitors, alamar blue (AID 488966); E. coli UTI89 K1F phage lysis, alamar blue, 2 h; higher % means a stronger effect; inhibition, % at 100 µM, or IC50 in µM where a hit was titrated; 0.02% of 340,000 active;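 active = phage lysis inhibition, versus mean bacterial control, above a set limit; inconclusive = no clear call, values can overlap the other calls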;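 note: capsule biogenesis inhibitors block K1F phage lysis so surviving cells raise fluorescence; higher fluorescence means more inhibition of phage lysis; actives were called in the ten point dose series up to 300 µM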
XIAP displacement: XIAP antagonists, biochemical, IAP family, fluorescence polarization (AID 1018) | XIAP BIR domain, fluorescence polarization peptide displacement; higher % means a stronger effect | displacement, % at 20 µM, or IC50 in µM where a hit was titrated | 0.007% of 200,000 active; in the data active = displacement above about 50%; note: a part of the inactive calls stands beside numbers as strong as those of hits
Large T inhibition: TAg ATPase/helicase activity blockers – biochemical (AID 1903); 0.39% of 310,000 active; SV40 large T antigen ATPase/helicase inhibition assay; higher % means a stronger effect; inhibition, % at 20 µM, or IC50 in µM where a hit was titrated; in the data active = a potency from the dose series; inconclusive = inhibition mostly from about 32% at the one dose, without a potency; inactive = the rest, 99 in 100 with inhibition below about 32%; note: strong numbers were not always called active
CSM14.1 death rescue: rescue of cells from ER stress-induced death, primary screen, 384-well, CSM14.1, thapsigargin, ATP luminescence (AID 1222) | one-dose cellular ATP content (survival), % at 20 µM; EC50 in µM for titrated hits | 190,000 tested, under 10 active | CSM14.1 thapsigargin-induced death rescue, ATP luminescence; higher % means a stronger effect;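 active = EC50 below 50 µM in the dose-response confirmation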;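 note: death triggered by thapsigargin at about 15 µM added after 2 h compound pretreatment; cell ATP read after overnight thapsigargin exposure of roughly 18 to 22 hours; normalized against plate controls of thapsigargin alone and 5% DMSO vehicle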
WT yeast gro inh mutant strain: also measured in WT yeast gro inh; calls as there; inhibition, %; mitochondrial fusion phenotypic screen, mutant strain inhibition
Dengue-2 NS5 capping pilot replicate: second read-out of Dengue-2 NS5 capping, no call of its own (marks repeat the call); inhibition, %; measured here: pilot screen replicate inhibition
Numbers without * were called inactive; i = inactive; u = inconclusive; x = no result given; [ ] = another dose, or the depositor's remark. No enrichment for hits (roughly 2.2% active in at least one column).

SMILES | Yfh1-off respiration | Dengue-2 NS5 capping | West Nile antiviral | RSV antiviral HEp-2 | WT yeast gro inh | WT yeast gro inh mutant strain | K1F lysis inhibition | XIAP displacement | Large T inhibition | CSM14.1 death rescue | others
Cc1ccc(-c2csc3ncn(Cc4ccc(C(=O)O)cc4)c(=O)c23)cc1C | i | 4% | 0.1% | 4.1% | -10 | -16 | -0.6% | -9.8% | 6% | -0.8%
Cc1cc(N2CCN(c3ccccc3)CC2)nc(-n2nc(C)cc2C)n1 | i | -6% | 0.0% | -2.7% | 72* | 59* | 14% | -8.0% | 5% | -1.7%
COc1ccccc1/C=C/CN1CCN(Cc2ccc(C)o2)C(CCO)C1 (stereo not drawn) | i | -5% | -0.6% | 0.9% | 12 | -1 | 0.2% | -5.1% | 19% | -0.9%
CCOC(=O)Cn1c(C)cc(COC)c(C#N)c1=O | i | -11% | 0.5% | 1.8% | -19 | -17 | -0.2% | -3.8% | 1% | 0.3%
CCCC(=O)Oc1ccc(C2NC(=O)c3ccccc3O2)cc1 (stereo not drawn) | x | -9% | 0.0% | 1.8% | x | x | 0.2% | x | 11% | x
O=C(N/N=C/c1ccc(Cl)cc1Cl)c1cccc(N2CCCC2=O)c1 | x | -2% | 0.0% | 13% | x | x | -0.1% | x | 13% | x
Cc1ccc(Cl)cc1N1CCN(S(=O)(=O)c2ccc3[nH]c(=O)ccc3c2)CC1 | x | -4% | -0.3% | 0.9% | x | x | -0.7% | x | 4% | x
Cc1cc(-c2nnc(CSc3nnc(NC(=O)c4ccc(C(C)(C)C)cc4)s3)o2)ccc1[N+](=O)[O-] | i | 6% | -0.1% | x | x | x | -0.4% | x | 13% | x
Cc1ccc(S(=O)(=O)Oc2ccc(/C=N/NC(=O)c3nn(C)cc3[N+](=O)[O-])cc2)cc1 | i | -9% | -0.3% | 6.3% | -10 | -4 | -0.1%[50 µM] | -2.7% | -2% | -0.6%
CCOC(=O)N1CCN(C(=O)C2CCN(S(=O)(=O)c3ccc(NC(C)=O)cc3)CC2)CC1 | x | -9% | -0.1% | 0.9% | x | x | 1.2% | x | 4% | x
CSc1cccc(NC(N)=S)c1 | i | -1% | 0.5% | -1.2% | x | x | 0.1% | x | 14% | x
c1ccc(NC2=NCCCCS2)cc1 | i | -7% | 0.3% | 0.8% | -23 | -5 | 0.0% | 2.1% | 20% | -2.2%
CC(=O)Nc1cccc(-c2nnc(SCC(=O)n3c4c(c5ccccc53)CCCC4)n2C)c1 | i | -3% | 0.7% | 1.4% | -9 | -4 | 0.1% | -24% | 5% | 0.0%
COc1cc(/C=N/NC(=O)c2cnccn2)ccc1O | i | 1% | -0.1% | 0.3% | 7 | 5 | -0.1%[50 µM] | -6.6% | 5.5µM* | -2.7%
CCOC(=O)c1sc(NC(=O)CSc2nnc(C)s2)c(C(=O)OCC)c1C | i | -12% | 0.0% | 12% | -2 | 0 | 0.6% | -3.9% | 7% | -0.3% | Dengue-2 NS5 capping pilot replicate=-2.9
CC1=C(C(=O)OC2CCC(C)CC2)C(c2ccc(O)c([N+](=O)[O-])c2)NC(=O)N1 (stereo not drawn) | x | 9% | -0.7% | 9.2% | x | x | 0.1% | x | 6% | x
O=C(NCC1CCCO1)c1ccc(NC(=O)c2cccc(Br)c2)cc1 (stereo not drawn) | x | -1% | -0.5% | 1.5% | x | x | 0.2% | x | 7% | x | Dengue-2 NS5 capping pilot replicate=-2.4
OCCCN=c1cc(-c2ccccc2)oc2ccc(Cl)cc12 | i | -8% | 0.0% | 3.7% | 9 | 21 | 0.5% | -2.8% | 19% | -6.7%
O=C(C1=C[C@H](c2coc3ccccc3c2=O)C[C@H](OCc2ccc(CO)cc2)O1)N1CCN(Cc2ccccc2)CC1 | i | -4% | 0.0% | 0.4% | -4 | -9 | 1.2% | -5.9% | 3% | 2.1%
CCC/C=N/NC(=O)c1ccc(F)cc1 | i | 0% | -0.1% | 1.0% | -5 | -2 | 0.5% | -5.5% | 8% | 0.6%
COC(=O)C(Cc1ccccc1)NC(=O)CSc1nc(C)cc(=O)[nH]1 (stereo not drawn) | i | 0% | 0.2% | 2.6% | -5 | 0 | 0.1% | -4.1% | 0% | -1.5%
CC(=O)/C(C#N)=C1\NC(=O)C(Cc2ccccc2Cl)S1 (stereo not drawn) | x | 13% | x | u | 76* | 11* | -0.7% | -3.2% | 6% | -0.9%
O=C(Nc1ccc2c(c1)OCO2)c1cnn2c1NC(c1ccco1)CC2C(F)(F)F (stereo not drawn) | i | 1% | 1.4% | 3.5% | -2 | -11 | 0.3% | -9.4% | 13% | 0.5% | Dengue-2 NS5 capping pilot replicate=-2.7
COc1cc(C(=O)NCC(c2ccccc2)N(C)C)ccc1OCC(=O)N1CCOCC1 (stereo not drawn) | i | -4% | -0.3% | -0.7% | -20 | -4 | 2.5% | -8.9% | -12% | 1.9%
COc1ccccc1CNC(=O)CCNS(=O)(=O)c1cc(Br)cnc1N | x | -4% | 0.1% | 1.8% | x | x | 0.2% | x | 6% | x
CCCNC(=O)Cn1cnc2sc(C(=O)NCCN(CC)CC)c(C)c2c1=O | i | x | -0.1% | 1.1% | 3 | -6 | 0.2% | -0.7% | 7% | 0.9%
CCOC(=O)[C@H]1[C@H]2COc3ccc(OC)cc3[C@@H]2N2C(=O)c3cc(OC)ccc3NC(=O)[C@@]12C | x | 3% | x | -0.8% | x | x | 1.0% | x | 13% | x
CC1=CC=CC2=NC(=O)CC(C)(C(=O)N(CC(=O)NC3CCCC3)Cc3ccc(Cl)cc3)N12 (stereo not drawn) | x | 4% | 0.1% | 0.6% | x | x | 0.2% | x | 5% | x
CC(C)OC(=O)c1cccnc1N1CCN(c2ccc(F)cc2)CC1 | i | 5% | -0.6% | 1.8% | 19 | -10 | -0.2% | -21% | 3% | -1.6% | Dengue-2 NS5 capping pilot replicate=2.4
Cc1ccc(C(=O)c2ccc(O)cc2)cc1C | i | -8% | -0.1% | 3.9% | -9 | 2 | 0.2% | -0.2% | 2% | -2.8%
NC(=S)N/N=C/c1ccccc1O | i | -2% | -0.6% | 7.5% | x | x | 0.0% | x | 18% | x
COc1ccc(OCCC(=O)OCc2c(C)noc2C)cc1 | i | -6% | 0.2% | 1.8% | 47 | 19 | 3.1% | -1.9% | 8% | 0.2%
CC1CCC(NC(=O)c2cc(S(=O)(=O)N3CCCCC3)c[nH]2)CC1 (stereo not drawn) | x | -2% | -0.7% | 0.1% | x | x | 0.6% | x | x | x
CC(C)CN=Cc1c(O)c([N+](=O)[O-])cc2oc3c(c12)CCCC3 | i | -9% | -0.3% | 38% | 0 | 13 | -1.4% | -9.3% | 11% | -1.2%
O=C(Oc1ccc(-c2nccc(-c3ccccn3)n2)cc1)c1cccc(C(F)(F)F)c1 | i | 1% | -0.1% | 1.5% | -9 | -6 | 0.6% | -9.2% | 6% | 4.3%
c1ccc(-c2nc(N3CCN(c4ccccc4)CC3)nc(-n3ccnc3)n2)cc1 | i | -4% | -0.5% | 18% | 68* | 53* | 1.7% | -2.4% | -3% | -1.0% | Dengue-2 NS5 capping pilot replicate=-8.1
Cn1c(=O)c2[nH]c(N3CCN(c4cccc(O)c4)CC3)nc2n(C)c1=O | i | 5% | 0.2% | 0.3% | 4 | -9 | 1.8% | -7.2% | 11% | -1.0%
CCN(C(=O)COC(=O)c1cc(-c2ccc3cc(OC)ccc3c2)nc2ccccc12)C1CCS(=O)(=O)C1 (stereo not drawn) | i | x | -0.1% | 3.1% | 22 | -8 | x | -2.1% | -2% | -4.7%
CC(C)C(NC(=O)CN(c1cccc(F)c1)S(C)(=O)=O)C(C)C | x | 0% | -0.2% | 1.5% | -19 | -2 | -1.1% | -1.1% | 7% | -2.3%
CC(C)C(NS(=O)(=O)c1cccc2nsnc12)C(=O)N1CCn2c1nc1ccccc12 (stereo not drawn) | i | -1% | -0.1% | -0.7% | -3 | -13 | 0.4% | -6.6% | 5% | -1.3%
CC(NC(=O)c1ccco1)C(c1cccs1)N1CCN(c2ccc(F)cc2)CC1 (stereo not drawn) | i | -4% | 0.0% | -0.4% | 17 | 6 | 0.5% | -3.4% | 6% | -2.4%
O=C(/C=C/c1ccccc1)OCCCCN=C1NS(=O)(=O)c2ccccc21 | i | -9% | -1.2% | -1.2% | -6 | -9 | 1.7% | -11% | 7% | -0.1%
Nc1nnc(Cc2cccc(Br)c2)s1 | i | -1% | 0.1% | 1.0% | x | x | 0.6% | x | 7% | x
COc1ccc(CNC(=O)c2cc(-c3ccccc3OC)on2)cc1 | i | -4% | -0.2% | 3.9% | 1 | 27 | 1.0% | -4.6% | 11% | -0.6%
CC1=[N+]([O-])C(C)(C)C(C)N(O)C1=O (stereo not drawn) | i | 3% | 1.3% | -0.2% | 10 | 20 | 1.2% | -3.5% | 11% | -0.9%

Seven structures from above, arranged by heavy-atom count, rising:
SMILES | Yfh1-off respiration | Dengue-2 NS5 capping | West Nile antiviral | RSV antiviral HEp-2 | WT yeast gro inh | WT yeast gro inh mutant strain | K1F lysis inhibition | XIAP displacement | Large T inhibition | CSM14.1 death rescue | others
CC1=[N+]([O-])C(C)(C)C(C)N(O)C1=O (stereo not drawn) | i | 3% | 1.3% | -0.2% | 10 | 20 | 1.2% | -3.5% | 11% | -0.9%
CC(C)CN=Cc1c(O)c([N+](=O)[O-])cc2oc3c(c12)CCCC3 | i | -9% | -0.3% | 38% | 0 | 13 | -1.4% | -9.3% | 11% | -1.2%
COc1ccc(CNC(=O)c2cc(-c3ccccc3OC)on2)cc1 | i | -4% | -0.2% | 3.9% | 1 | 27 | 1.0% | -4.6% | 11% | -0.6%
Cn1c(=O)c2[nH]c(N3CCN(c4cccc(O)c4)CC3)nc2n(C)c1=O | i | 5% | 0.2% | 0.3% | 4 | -9 | 1.8% | -7.2% | 11% | -1.0%
c1ccc(-c2nc(N3CCN(c4ccccc4)CC3)nc(-n3ccnc3)n2)cc1 | i | -4% | -0.5% | 18% | 68* | 53* | 1.7% | -2.4% | -3% | -1.0% | Dengue-2 NS5 capping pilot replicate=-8.1
CC(C)C(NS(=O)(=O)c1cccc2nsnc12)C(=O)N1CCn2c1nc1ccccc12 (stereo not drawn) | i | -1% | -0.1% | -0.7% | -3 | -13 | 0.4% | -6.6% | 5% | -1.3%
CCN(C(=O)COC(=O)c1cc(-c2ccc3cc(OC)ccc3c2)nc2ccccc12)C1CCS(=O)(=O)C1 (stereo not drawn) | i | x | -0.1% | 3.1% | 22 | -8 | x | -2.1% | -2% | -4.7%

Source: PubChem BioAssay
